# HIV fusion peptide: inhibitors of HIV fusion peptide binding, primary screen, biochemical, uHTS, fluorescence dequenching (AID 1986). one-dose inhibition, % at 20 µM; IC50 in µM for titrated hits. hit rate 0.3% among 290,000. cell-free peptide binding, fluorescence dequenching, 30 min; higher % means a stronger effect; in the data active means inhibition mostly above about 52%, no sharp cut-off; inactive means mostly below about 76%; further: some results filed as inactive read as strong as hits
# SIAH1 antagonists: Siah-1 peptide-binding antagonists, primary screen, biochemical, fluorescence polarization, rhodamine-plectin, uHTS (AID 1817) | E3 ubiquitin-protein ligase SIAH1 (Homo sapiens) | Siah-1 / rhodamine-plectin peptide fluorescence polarization; higher % means a stronger effect | displacement, % at 20 µM; hits with a dose series show IC50 in µM | hit rate 0.02% among 290,000;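 active means displacement of at least 50% at 20 µM, with a fluorescence ratio check between 0.3 and a set limit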;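 further: plate controls were Siah plus tracer with DMSO for no effect and tracer alone without Siah for full effect; strong numbers were not always called active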
# NS5 inhibitors: Dengue-2 NS5 methyltransferase inhibitors, primary screen, biochemical, confirmation dose response (AID 588689); Dengue-2 NS5 methyltransferase capping enzyme assay, biochemical; higher % means a stronger effect; inhibition, % at 25 µM; hits with a dose series show IC50 in µM; hit rate 0.3% among 340,000; in the data active means a potency from the dose series; inconclusive means inhibition above about 29% without an active follow-up result
# Rac1 GTP hydrolysis: MgcRacGAP GTPase-activating activity inhibitors, confirmation, biochemical, ADP Hunter fluorescence; Rac GTPase-activating protein 1 (Homo sapiens); MgcRacGAP-stimulated Rac1 GTP hydrolysis, ADP Hunter fluorescence; higher % means a stronger effect; GST-tagged Rac1 F28L mutant substrate; one-dose inhibition, % at 30 µM; IC50 in µM for titrated hits; hit rate 0.6% among 340,000; AID 624330, 2012;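 active means first-screen hits whose inhibition reached a set limit at any dose in the follow-up dose series; inconclusive means inhibition above the set first-screen limit but never retested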;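 further: fluorescence reports GDP produced by GAP-driven GTP hydrolysis; strong numbers were not always called active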
# XIAP displacement: XIAP antagonists, biochemical, IAP family, fluorescence polarization (AID 1018) | E3 ubiquitin-protein ligase XIAP (Homo sapiens) | XIAP BIR domain, fluorescence polarization peptide displacement; higher % means a stronger effect | displacement, % at 20 µM; hits with a dose series show IC50 in µM | hit rate 0.007% among 200,000; in the data active means displacement above about 50%; further: a part of the inactive calls stands beside numbers as strong as those of hits
# LYP phosphatase: inhibitors of LYP phosphatase, biochemical, fluorescence intensity, uHTS (AID 1779); Tyrosine-protein phosphatase non-receptor type 22 (Homo sapiens); recombinant LYP phosphatase, fluorescence intensity; higher % means a stronger effect; hit rate 0.054% among 290,000; inhibition, % at 11.5 µM; hits with a dose series show IC50 in µM; in the data active means inhibition above about 50%;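 further: plate controls were vehicle with enzyme for no effect and no enzyme for full effect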
# RSV antiviral HEp-2: RSV antiviral activity via CPE protection, HEp-2 cells, primary 10 µM value included (AID 2391); HEp-2 cells, RSV-induced CPE inhibition; higher % means a stronger effect; CPE inhibition, % at 10 µM, or IC50 in µM where a hit was titrated; hit rate 0.13% among 310,000; in the data active means a potency from the dose series; inconclusive means CPE inhibition mostly from about 23% at the one dose, without a potency; inactive means the rest, 99 in 100 with CPE inhibition below about 21%; further: strong numbers were not always called active
# AID2073: inhibitors of Mint1-CaV2.2 protein interaction, biochemical, HTRF (AID 2073); Voltage-dependent N-type calcium channel subunit alpha-1B (Homo sapiens); HTRF protein-protein interaction, Mint1-CaV2.2; higher % means a stronger effect; inhibition, % at 20 µM; hits with a dose series show IC50 in µM; hit rate 0.19% among 290,000; in the data active means inhibition mostly above about 51%, no sharp cut-off; inconclusive means no clear call, values can overlap the other calls; inactive means mostly below about 53%; further: some results filed as inactive read as strong as hits
# Large T inhibition: SV40 large T antigen inhibitors, biochemical (AID 1903); SV40 large T antigen ATPase/helicase inhibition assay; higher % means a stronger effect; inhibition, % at 20 µM; hits with a dose series show IC50 in µM; hit rate 0.39% among 310,000; in the data active means a potency from the dose series; inconclusive means inhibition mostly from about 32% at the one dose, without a potency; inactive means the rest, 99 in 100 with inhibition below about 32%; further: strong numbers were not always called active
# NS5 inhibitors pilot replicate: further read-out of NS5 inhibitors, marked with its call; inhibition, %; measured here: pilot screen replicate inhibition
# Starred values were filed as active, the others as inactive; ? = inconclusive; nt = not tested or not shown. Rows were taken by chance (roughly 1.7% active in at least one column).
SMILES,HIV fusion peptide,SIAH1 antagonists,NS5 inhibitors,Rac1 GTP hydrolysis,XIAP displacement,LYP phosphatase,RSV antiviral HEp-2,AID2073,Large T inhibition,others
COCCn1c(SCc2cc(C(C)=O)ccc2OC)nc2cc(Cl)ccc2c1=O,-2.4%,0%,1%,4%,-5.5%,1%,8.8%,1%,13%,
O=C(N1CCOCC1)N1CCN(c2ccccc2)CC1,-1.6%,2%,0%,8%,-4.2%,-10%,nt,-3%,5%,
c1cncc(CSc2ccc(-c3cccs3)nn2)c1,1.8%,1%,-5%,6%,-3.1%,-4%,?,-9%,1%,
CCN(CC(=O)Nc1ccc2c(c1)OCCO2)CC(=O)Nc1ccc2c(c1)OCO2,0.6%,4%,-2%,7%,-0.8%,-4%,-0.5%,-6%,-1%,
Cn1c(CC(=O)Nc2ccccc2F)nnc1SCC(=O)Nc1nccs1,-1.7%,11%,2%,0%,nt,-8%,0.3%,2%,6%,
COc1ccc(-c2c(C)n([O-])c3c([n+]2=O)CCCC3)cc1OC,0.0%,-6%,nt,nt,9.3%,-4%,0.8%,0%,22%,
Cc1ccc(SCCNC(=O)c2ccccc2F)cc1,0.4%,0%,-1%,12%,nt,-8%,4.7%,11%,11%,
C/C(=N/NC(=O)C1CC1(c1ccccc1)c1ccccc1)c1ccco1 (stereo not drawn),-0.8%,10%,-2%,11%,-0.6%,2%,3.6%,-9%,2%,
Cc1cc(C(N)=O)c2ccccc2n1,3.5%,7%,-8%,5%,-4.8%,-4%,0.4%,54%,4%,
Cc1cc(C(=O)O/N=C(\N)c2ccncc2)ccc1[N+](=O)[O-],-2.1%,-8%,-6%,9%,nt,-2%,8.6%,-17%,10%,

# Structural class, those above containing four or more nitrogen atoms
SMILES,HIV fusion peptide,SIAH1 antagonists,NS5 inhibitors,Rac1 GTP hydrolysis,XIAP displacement,LYP phosphatase,RSV antiviral HEp-2,AID2073,Large T inhibition,others
Cn1c(CC(=O)Nc2ccccc2F)nnc1SCC(=O)Nc1nccs1,-1.7%,11%,2%,0%,nt,-8%,0.3%,2%,6%,
Cc1cc(C(=O)O/N=C(\N)c2ccncc2)ccc1[N+](=O)[O-],-2.1%,-8%,-6%,9%,nt,-2%,8.6%,-17%,10%,

# Remaining list, next part
SMILES,HIV fusion peptide,SIAH1 antagonists,NS5 inhibitors,Rac1 GTP hydrolysis,XIAP displacement,LYP phosphatase,RSV antiviral HEp-2,AID2073,Large T inhibition,others
COc1cc(OC)cc(-c2nc(-c3ccc(Br)cc3)no2)c1,-1.9%,-6%,-5%,-14%,-2.5%,-10%,0.4%,0%,2%,
CCN(CC)C(=O)CSc1nc2cc3c(cc2c(=O)n1Cc1ccc2c(c1)OCO2)OCO3,1.5%,5%,-3%,9%,-2.4%,-2%,2.5%,2%,6%,
CCOC(=O)Nc1c(O)ccc2oc(C)c(-c3ccccc3)c12,-3.5%,-3%,-12%,1%,-1.2%,-1%,0.4%,-7%,4%,
COC(=O)C1=C(C)N(CC(C)C)C(=O)C1,-1.9%,-2%,-7%,2%,-1.7%,0%,1.4%,2%,7%,
Nc1nnc(CSCc2ccccc2Cl)s1,-0.8%,2%,-8%,12%,nt,-5%,nt,-14%,6%,
CCc1ccccc1-n1c(-c2ccncc2)n[nH]c1=S,-0.1%,-3%,-6%,5%,-11%,-13%,0.2%,49%,4%,
COc1ccc2cnn(-c3ccc(OC(F)(F)Cl)cc3)c(=O)c2c1OC,-0.1%,13%,-2%,8%,nt,-6%,0.8%,6%,13%,
Cc1ccc2c(CN3CCN(CCO)CC3)cc(=O)oc2c1,-2.1%,5%,-3%,8%,-0.3%,-11%,0.0%,-2%,18%,
CC(C)=CCN1CCN(Cc2cnc(N3CCOCC3)s2)CC1CCO (stereo not drawn),0.5%,2%,2%,3%,-1.9%,-10%,0.4%,-3%,24%,
COc1ccc(S(=O)(=O)Nc2ccc(N3CCOCC3)cc2)cc1,-0.6%,1%,-7%,4%,nt,-4%,1.9%,-6%,6%,
N#Cc1cc2c(nc1SC1CC(=O)N(c3ccccc3)C1=O)CCC2 (stereo not drawn),5.2%,3%,5%,18%,3.9%,3%,1.5%,-12%,13%,
Cc1ccccc1-c1nnn(C/C(N)=N/O)n1,-1.0%,-3%,-6%,6%,-0.4%,-7%,1.5%,6%,nt,
CC1CN(S(=O)(=O)c2ccc(CN3C(=O)c4cccnc4C3=O)s2)c2ccccc2O1 (stereo not drawn),-0.7%,-6%,-4%,11%,nt,-4%,-1.0%,11%,9%,
CSc1ccccc1NC(=O)Cn1nc([N+](=O)[O-])cc1C,1.2%,-1%,-2%,7%,-5.4%,-7%,-1.4%,22%,5%,
COc1ccc(-c2ccc(OC(=O)NC3CCS(=O)(=O)C3)cc2)cc1 (stereo not drawn),-1.4%,0%,-11%,?,nt,-5%,9.4%,3%,9.4µM*,
CNc1nc2ccccc2n1CC(=O)c1ccccc1,-0.9%,10%,-9%,12%,nt,-10%,-0.7%,-22%,8%,NS5 inhibitors pilot replicate=-1.5
CCN(CC)CC(=O)Nc1scc2c1c(=O)oc1ccccc12,-1.3%,1%,8%,-2%,nt,-2%,4.8%,59%,8%,
O=C(Nc1ccc(F)cc1)NC1CCN(Cc2ccccc2)CC1,-0.7%,12%,-3%,3%,-1.4%,-7%,-0.2%,-3%,21%,
CN(C(=O)COc1ccccc1)c1nc(-c2ccc(F)cc2)cs1,-0.1%,0%,-6%,3%,-6.0%,1%,0.3%,17%,11%,
O=C1c2ccccc2NC(c2cc(Cl)cc(Cl)c2O)N1Cc1cccnc1 (stereo not drawn),3.7%,0%,-5%,12%,nt,2%,2.1%,8%,7%,

# 5 records picked at random from those above, as already listed:
SMILES,HIV fusion peptide,SIAH1 antagonists,NS5 inhibitors,Rac1 GTP hydrolysis,XIAP displacement,LYP phosphatase,RSV antiviral HEp-2,AID2073,Large T inhibition,others
CN(C(=O)COc1ccccc1)c1nc(-c2ccc(F)cc2)cs1,-0.1%,0%,-6%,3%,-6.0%,1%,0.3%,17%,11%,
O=C1c2ccccc2NC(c2cc(Cl)cc(Cl)c2O)N1Cc1cccnc1 (stereo not drawn),3.7%,0%,-5%,12%,nt,2%,2.1%,8%,7%,
CNc1nc2ccccc2n1CC(=O)c1ccccc1,-0.9%,10%,-9%,12%,nt,-10%,-0.7%,-22%,8%,NS5 inhibitors pilot replicate=-1.5
CCN(CC)CC(=O)Nc1scc2c1c(=O)oc1ccccc12,-1.3%,1%,8%,-2%,nt,-2%,4.8%,59%,8%,
Cc1ccccc1-c1nnn(C/C(N)=N/O)n1,-1.0%,-3%,-6%,6%,-0.4%,-7%,1.5%,6%,nt,

# Additional results follow.
SMILES,HIV fusion peptide,SIAH1 antagonists,NS5 inhibitors,Rac1 GTP hydrolysis,XIAP displacement,LYP phosphatase,RSV antiviral HEp-2,AID2073,Large T inhibition,others
O=C1C2C3C=CC(O3)C2C(=O)N1CC(O)c1ccccc1 (stereo not drawn),-2.0%,4%,1%,2%,-5.6%,-4%,0.7%,-1%,-3%,
CN(C)N=Nc1nc2c(c(=O)n(C)c(=O)n2C)n1CC1CO1 (stereo not drawn),-0.5%,4%,nt,nt,nt,-4%,4.9%,5%,8%,
O=C(NC1CCCCC1)C(c1ccco1)N(C(=O)c1csnn1)C1CCCC1 (stereo not drawn),-2.2%,0%,-4%,7%,-7.9%,-10%,-0.5%,-13%,5%,NS5 inhibitors pilot replicate=-3.8
COCC(=O)Nc1ncc(S(=O)(=O)c2ccc([N+](=O)[O-])cc2)s1,-0.7%,2%,-4%,-5%,-10%,-6%,0.4%,3%,9%,
COc1cc(OC)cc(C(=O)Nc2cccc3ccccc23)c1,-1.3%,-3%,-4%,12%,nt,-6%,0.7%,10%,1%,NS5 inhibitors pilot replicate=-1.2
COCCCn1c2nc3ccccc3nc2c2c(=O)n(CC3CCCO3)cnc21 (stereo not drawn),-3.0%,1%,2%,4%,3.6%,-7%,2.7%,11%,9%,
CCOC(=O)c1c[nH]c2c(Cl)ccc(Cl)c2c1=O,-2.8%,-2%,-10%,0%,2.9%,-7%,0.6%,12%,5%,
NC(=O)C1CCN(C(=O)c2ccc3c(=O)n(Cc4cccc(Br)c4)c(=S)[nH]c3c2)CC1,-0.3%,-2%,-7%,2%,nt,-8%,?,14%,7%,
CC1(C)CC(NC(=O)C2CCC(=O)N(C3CC3)C2)CC(C)(C)C1 (stereo not drawn),-0.3%,16%,8%,11%,nt,-7%,2.5%,17%,11%,
Cc1ccc(S(=O)(=O)Nc2cc(C)c(O)c(Sc3n[nH]c(C)n3)c2)cc1,-1.7%,6%,-2%,18%,nt,-10%,1.0%,-37%,13%,

# The final four compounds of the section before are carried over, then new ones follow:
SMILES,HIV fusion peptide,SIAH1 antagonists,NS5 inhibitors,Rac1 GTP hydrolysis,XIAP displacement,LYP phosphatase,RSV antiviral HEp-2,AID2073,Large T inhibition,others
CCOC(=O)c1c[nH]c2c(Cl)ccc(Cl)c2c1=O,-2.8%,-2%,-10%,0%,2.9%,-7%,0.6%,12%,5%,
NC(=O)C1CCN(C(=O)c2ccc3c(=O)n(Cc4cccc(Br)c4)c(=S)[nH]c3c2)CC1,-0.3%,-2%,-7%,2%,nt,-8%,?,14%,7%,
CC1(C)CC(NC(=O)C2CCC(=O)N(C3CC3)C2)CC(C)(C)C1 (stereo not drawn),-0.3%,16%,8%,11%,nt,-7%,2.5%,17%,11%,
Cc1ccc(S(=O)(=O)Nc2cc(C)c(O)c(Sc3n[nH]c(C)n3)c2)cc1,-1.7%,6%,-2%,18%,nt,-10%,1.0%,-37%,13%,
COc1cccc(CNC(=O)CCc2ccc(OC)c(OC)c2)c1,-1.0%,2%,-4%,nt,nt,-7%,2.0%,12%,-2%,
O=C1c2ccccc2C2(c3ccccc3)N1CCN2C(=O)C(Cl)(Cl)Cl (stereo not drawn),1.0%,-1%,-4%,9%,nt,-3%,0.5%,17%,5%,
O=C(O)c1sccc1S(=O)(=O)N1CCN(c2ccc(C(F)(F)F)cn2)CC1,0.0%,-2%,-2%,-1%,nt,-6%,1.7%,5%,10%,
COc1cc(/C=N/NC(=O)c2cc(C)n(-c3ccc(F)cc3)c2C)cc(OC)c1O,-4.1%,2%,-8%,-5%,-4.6%,0%,2.4%,30%,21%,
Cc1noc(C)c1S(=O)(=O)N(Cc1ccccc1)C(C)C,-0.5%,6%,nt,nt,nt,-6%,1.8%,-17%,6%,
O=C(CSc1ncnc2c1oc1ccccc12)NCc1ccc(F)cc1,-1.4%,-1%,-1%,8%,-6.5%,-10%,2.4%,32%,-1%,
CCOc1ccc(CNCCCSc2ncccn2)cc1,-0.7%,0%,0%,5%,nt,-5%,-0.2%,10%,6%,
ClCc1nc2ccccc2c2ccccc12,9.0%,5%,-11%,20%,nt,-10%,?,13%,11%,
